Screening results (PubChem)
FID counter: fluorescent intercalator displacement, NS3 helicase counter-screen | DNA fluorescent intercalator displacement, fluorescence | inhibition, % at 7.9 µM | 290,000 compounds, 0.17% hits | AID 1845; in the data active = inhibition above about 37%;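 note: 0% = vehicle and 100% = reference compound; higher means more ethidium bromide displaced from hairpin DNA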
GPR7 antagonist: blocks human GPR7 receptor signaling; 290,000 compounds, 1.1% hits; AID 1861; inhibition, % at 4.4 µM; P48145; GPR7-expressing cells, fluorescence antagonist assay; in the data active = inhibition above about 16%, passing the limit was not always enough;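 note: cells stimulated with the agonist NPW; 0% = agonist with vehicle and 100% = vehicle without agonist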
NALP1 inh: inhibitors of NALP1 inflammasome in yeast. AID 2071. 280,000 compounds, 0.61% hits. S. cerevisiae NALP1/ASC/caspase-1 growth, X-gal OD620, 72 h. inhibition, % at 10 µM; in the data active = inhibition mostly above about 24%, no sharp cut-off; inactive = mostly below about 32%; note: some compounds called inactive have numbers as strong as hits
MEKK3 PB1 HTS: modulators (inhibitors or enhancers) of MEK5 binding to human MEKK3 PB1 domain; Q99759; bead-based flow cytometry, Alexa488-MEK5 binding to MEKK3; actives lie on both sides; 0 = blocked by unlabeled MEK5, 100 = vehicle; binding response (% of control), % at 10 µM; 290,000 compounds, 1.4% hits; AID 1529;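 active = binding response more than 3 SD above or below the average of its plate-row segment, actives on both sides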;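 note: Alexa488 bead fluorescence after subtracting the streptavidin-only scavenger bead signal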
OXTR agonist: agonists of human oxytocin receptor; 320,000 compounds, 0.32% hits; CHO-OTR cells, Fluo-8 calcium fluorescence; normalized: DMSO 0%, oxytocin 100%; activation, % at 3 µM; P30559; AID 2435;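 active = activation above the mean of all tested compounds plus 3 SD, cutoff set per screening run, cut at about 20% in these data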;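 note: peak over basal fluorescence ratio from a 100 s FLIPR kinetic read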
Target sequence (P30559 whole entry, looked up): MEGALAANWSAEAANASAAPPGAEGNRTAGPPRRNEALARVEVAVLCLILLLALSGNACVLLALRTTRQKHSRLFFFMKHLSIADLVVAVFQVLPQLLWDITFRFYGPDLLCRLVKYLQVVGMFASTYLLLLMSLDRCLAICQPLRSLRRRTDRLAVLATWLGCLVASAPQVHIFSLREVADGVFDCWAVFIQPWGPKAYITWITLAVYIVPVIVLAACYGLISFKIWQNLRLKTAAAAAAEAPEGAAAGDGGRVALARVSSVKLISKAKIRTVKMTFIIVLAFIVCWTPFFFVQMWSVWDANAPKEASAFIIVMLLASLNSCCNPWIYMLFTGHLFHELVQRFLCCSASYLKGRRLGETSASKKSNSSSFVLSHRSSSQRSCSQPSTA
PHOSPHO1 inh: inhibitors of human PHOSPHO1 phosphatase; Q8TCT1; recombinant PHOSPHO1, absorbance phosphatase assay; inhibition, % at 13.3 µM; 290,000 compounds, 1.1% hits; AID 1565; in the data active = inhibition above about 60%
Target sequence (Q8TCT1 whole entry, looked up): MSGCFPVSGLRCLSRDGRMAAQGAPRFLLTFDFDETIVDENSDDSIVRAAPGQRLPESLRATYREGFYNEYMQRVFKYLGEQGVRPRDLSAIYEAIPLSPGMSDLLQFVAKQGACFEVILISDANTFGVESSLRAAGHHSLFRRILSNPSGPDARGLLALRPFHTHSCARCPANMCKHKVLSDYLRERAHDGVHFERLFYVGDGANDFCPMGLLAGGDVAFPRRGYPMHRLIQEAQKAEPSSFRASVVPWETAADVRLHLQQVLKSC
MEKK2mut PB1 HTS: signal of MEK5 binding to mutant human MEKK2 PB1 domain; bead flow cytometry, Alexa488-MEK5 binding to MEKK2 mutant; percent response, % at 10 µM; 290,000 compounds, 0.35% hits; AID 1530; in the data active = percent response above about 24%, passing the limit was not always enough; note: inactives centre near 1; some results filed as inactive read as strong as hits; reference of the scale not given here
PfM18AAP inh: PfM18AAP enzyme inhibition; AID 1822; inhibition, % at 7.35 µM; 290,000 compounds, 1.2% hits; recombinant PfM18AAP, H-Glu-NHMec fluorogenic cleavage;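 active = inhibition above the campaign mean inhibition over all tested compounds plus 3 SD, cut at about 28% in these data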;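 note: 0% = plate median of test compound wells and 100% = 2 mM ZnCl2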
MEKK2wt PB1 HTS: raises or lowers MEK5 binding to wildtype human MEKK2 PB1 domain; 290,000 compounds, 1.1% hits; AID 1531; Q9Y2U5; binding response (% of control), % at 10 µM; bead flow cytometry, Alexa488-MEK5 binding to MEKK2 WT; actives lie on both sides; in the data active = binding response below about 67% or above about 130%
Numbers without * were called inactive; . = not tested or not shown; & = joins results of further samples.

Every second line gives: FID counter	GPR7 antagonist	NALP1 inh	MEKK3 PB1 HTS	OXTR agonist	PHOSPHO1 inh	MEKK2mut PB1 HTS	PfM18AAP inh	MEKK2wt PB1 HTS
O=C(CCCn1c(=O)oc2ccccc21)N1CCN(c2ccccn2)CC1
 : -19	-7	1	100	2.0	27	-3	0	95
CCCNC(=O)c1nc(C)n(-c2cc(Cl)cc(Cl)c2)n1
 : -7	-9	9	105	-2.3	43	13	0	109
CS(=O)(=O)N1N=C(c2ccco2)CC1c1ccccc1Cl (stereo unspecified)
 : -15	9	6	106	0.1	24	5	-20	100
COc1cccc2cc(C(C)=O)oc12
 : 0	-7	7	103	1.0	40	2	-4	104
CC1CCCN(C(=O)CSc2nc3ncccc3[nH]2)C1 (stereo unspecified)
 : -2	0	-7	104	0.8	-7	-1	5	92
O=C(CSc1ccccc1)N/N=C/c1ccccc1O
 : -5	-1	16	108	2.1	48	10	9	108
CC(C)Sc1nc2ccsc2c(=O)[nH]1
 : -1	-12	0	108	2.0	7	2	2	102
Cn1nc(-c2ccc(Cl)cc2)cc1NC(=O)CC(C)(C)CC(=O)O
 : -29	-11	-2	129*	0.1	20	26	-6	124
COc1ccc(C(=O)NC(Cc2c[nH]c3ccccc23)C(=O)O)cc1 (stereo unspecified)
 : -12	-4	10	101	-0.2	37	3	6	105
O=C(CN(C(=O)C1COc2ccccc2O1)c1ccccc1)NCC1CCCO1 (stereo unspecified)
 : -14	-1	-6	104	-1.0	-1	4	-2	103
COc1cc2cc(Oc3ccc4ccc(=O)oc4c3)c(=O)oc2cc1OC(C)=O
 : -2	-17	-2	107&103	0.4	52	4&1	8	110&95
Cc1c(Cl)cccc1NC(=S)NCCc1ccc(S(N)(=O)=O)cc1
 : -1	-5	21	104	-0.7	4	12	3	106
CCNC(=S)NNC(=O)Nc1ccccc1
 : -4	-9	-31	97	0.6	79*	-3	21	100
O=C(CCSc1ccc(Cl)cc1)NC1CCCC1
 : -9	-6	14	100	-1.3	36	3	0	104
Cn1c(SCC(=O)Nc2ccc3nc(SCC(=O)NC4CC4)sc3c2)nnc1-c1ccccc1
 : -2	-1	30	111	-0.6	-4	13	1	118

Additional results:
Every second line gives: FID counter	GPR7 antagonist	NALP1 inh	MEKK3 PB1 HTS	OXTR agonist	PHOSPHO1 inh	MEKK2mut PB1 HTS	PfM18AAP inh	MEKK2wt PB1 HTS
CC(=O)NN1C(=O)c2ccccc2NC1c1ccccc1F (stereo unspecified)
 : -5	10	-3	108	-0.2	.	7	-3	108
Cc1ccc(NC2CCCN(C(=O)c3cccs3)C2)cc1C (stereo unspecified)
 : -26	-4	8	102	-0.8	37	1	4	100
CCCOc1ccc(-c2c(C(=O)N/N=C(\C)COc3ccccc3)nnn2-c2nonc2N)cc1
 : -11	-10	-6	104	1.0	-9	10	23	106
O=C(NC(C(=O)c1ccccc1)n1ccc(=O)[nH]c1=O)c1ccccc1 (stereo unspecified)
 : -8	1	29	109	0.1	-6	2	2	105
CO/N=C/c1ccc(N2CCN(C(=O)c3ccc(Cl)cc3Cl)CC2)c([N+](=O)[O-])c1
 : -16	27	-8	105	27*	54	3	1	101
CCN1CCCc2cc(CN(CCN3CCOCC3)C(=S)Nc3ccc(OC)c(Cl)c3)ccc21
 : 7	-8	4	103	-0.8	11	-2	5	101
Cc1ccc(N2CC(C(=O)Nc3ccc4c(c3)OCO4)CC2=O)cc1C (stereo unspecified)
 : -18	18	10	105	0.3	35	-2	-7	101
Cc1oc2cc3oc(=O)c(CCC(=O)NCc4ccccn4)c(C)c3cc2c1C
 : -35	5	-6	102	-1.0	19	3	-8	106
N#Cc1ccccc1S(=O)(=O)N1CCN(CC(O)c2ccccc2)CC1 (stereo unspecified)
 : 13	0	-1	107	0.9	18	-2	0	102
CC(C)OC(=O)c1cccc(C(=O)O)n1
 : 0	-9	14	98	0.6	0	1	15	103
O=C(CC1Oc2ccccc2NC1=O)NCc1ccc(Cl)cc1 (stereo unspecified)
 : -1	-9	-4	105	-1.5	-13	1	2	101
COc1ccc(OC)c(S(=O)(=O)N2CCC(C(=O)Nc3cccc(C)c3)CC2)c1
 : -25	-2	5	89	5.9	6	-3	-7	93
COc1cccc(/C=c2\s/c(=C\C(=O)C(C)(C)C)[nH]c2=O)c1
 : -2	1	8	94	-1.3	-11	-12	2	86
COc1cccc(-c2csc(N3CCN(C(=O)C4CCCCC4)CC3)n2)c1
 : -15	-5	19	.	-0.2	14	.	-15	.
Cc1cn2c(-c3cccnc3)nnc2s1
 : -3	-5	26	98	-0.1	14	1	-2	94

The closing two entries of the section above open the next one.
Every second line gives: FID counter	GPR7 antagonist	NALP1 inh	MEKK3 PB1 HTS	OXTR agonist	PHOSPHO1 inh	MEKK2mut PB1 HTS	PfM18AAP inh	MEKK2wt PB1 HTS
COc1cccc(-c2csc(N3CCN(C(=O)C4CCCCC4)CC3)n2)c1
 : -15	-5	19	.	-0.2	14	.	-15	.
Cc1cn2c(-c3cccnc3)nnc2s1
 : -3	-5	26	98	-0.1	14	1	-2	94
COc1ccccc1OC(=O)c1cc(Cl)nc2ccccc12
 : -4	4	32	98	-1.2	-10	-4	0	99
CN(Cc1ccccc1)C(=O)CN1C(=O)c2ccccc2C1=O
 : -2	-11	6	106	-0.2	3	5	-7	112
CCOc1ccc(NC(=O)NNC(=O)c2ccc(Cl)cc2Cl)cc1
 : -8	-6	0	96	-0.3	45	-5	3	96
C=CCSc1nc(C)cc2c1C(=O)OC2
 : -4	7	6	67	-0.4	6	-14	-8	63
O=C(CSc1ccc(-c2ccco2)nn1)N1CCCCC1
 : 0	-13	37	106	-1.2	9	-2	-6	104
O=C(Cn1nnc(-c2ccccc2F)n1)OCC(=O)c1ccccc1
 : -7	-13	-12	95	0.6	28	-6	5	90
Cc1ccc(S(=O)(=O)N2CCCC2C(=O)Nc2cc(C)on2)cc1 (stereo unspecified)
 : -1	-11	-3	100	5.5	-13	2	-4	97
O=C1CC(NC(=O)C(F)(F)F)=NN1c1ccccc1
 : -4	-11	-4	107	0.2	20	4	13	103
CC(C)CCNC(=O)CO/N=C/c1ccccc1OC(F)F
 : -5	-1	38	100	-2.3	9	9	-2	102
COc1cccc(-c2nc(N3CCCC3)c3ccccc3n2)c1O
 : -4	-9	14	86	-1.7	1	-20	-3	90
Cc1cc(C)cc(N2CC(O)Cn3c2nc2c3c(=O)[nH]c(=O)n2C)c1 (stereo unspecified)
 : -13	-13	6	96	.	11	-1	0	97
N#Cc1c(-c2ccccc2)nc(SCC(=O)NC2CCCCC2)[nH]c1=O
 : -39	4	8	95	-0.5	-23	-10	10	94
Cc1ccc(/C=N/NC(=O)c2nnn(-c3nonc3N)c2C(C)C)o1
 : -21	5	18	101	1.6	12	1	2	100
COc1ccccc1-c1noc(-c2ccncc2)n1
 : -7	-18	13	97	-1.5	12	1	-2	96
O=C(Nc1cccc2ncccc12)c1cccc(Br)c1
 : -3	-8	3	96	.	28	-2	0	98

No new results follow: 2 of the compounds above.
Every second line gives: FID counter	GPR7 antagonist	NALP1 inh	MEKK3 PB1 HTS	OXTR agonist	PHOSPHO1 inh	MEKK2mut PB1 HTS	PfM18AAP inh	MEKK2wt PB1 HTS
COc1ccccc1OC(=O)c1cc(Cl)nc2ccccc12
 : -4	4	32	98	-1.2	-10	-4	0	99
CN(Cc1ccccc1)C(=O)CN1C(=O)c2ccccc2C1=O
 : -2	-11	6	106	-0.2	3	5	-7	112

Later entries:
Every second line gives: FID counter	GPR7 antagonist	NALP1 inh	MEKK3 PB1 HTS	OXTR agonist	PHOSPHO1 inh	MEKK2mut PB1 HTS	PfM18AAP inh	MEKK2wt PB1 HTS
CSc1ccc(/C=C(/NC(=O)c2ccco2)C(=O)N2CCOCC2)cc1
 : -18	-6	14	106	0.5	-16	10	0	112
CCCCNC(=O)COc1ccccc1C(=O)c1cc(C#N)c(=O)n(CCOC)c1
 : -19	-2	23	119	-0.6	8	0	5	99
COc1ccc(CCC(=O)NCCOc2ccc(C)cc2)cc1
 : -24	1	20	98	-1.3	7	-1	6	98
Cc1cccc(NC(=S)/N=C(\N)Nc2nc(C)c3cc(C)ccc3n2)c1
 : 7	8	28	98	-1.8	-21	15	3	113
Cc1ncoc1C(=O)NC1CCCc2c1cnn2-c1ccc(C(C)(C)C)cc1 (stereo unspecified)
 : -35	19	4	99	.	.	1	3	96
O=C(CSc1nc2cccnc2n1Cc1ccccc1)NC1CCCCC1
 : -28	-6	9	97	-1.2	-2	0	2	108
COc1cccc(OC)c1C(=O)Nc1sc2c(c1C#N)CCC2
 : -7	-1	12	94	-2.3	-36	-1	2	100
O=C(CN1CCc2ccccc2C1)Nc1ccccc1Cl
 : -24	-17	8	98	-1.9	-6	7	8	102
COCc1cc(C)nc2sc(C(=O)NC3CCCCC3)c(N)c12
 : -17	-10	27	101	-0.1	-8	-2	6	96
Cc1cc(C)nc(SCC(=O)N2CCOCC2)n1
 : 1	-6	16	97	0.5	16	-5	-4	96
CCOC(=O)C1CCN(C(=O)C(C)N(c2ccc(Oc3ccccc3)cc2)S(C)(=O)=O)CC1 (stereo unspecified)
 : -11	-7	5	82	.	24	-11	-13	81
Cc1cc(C)n(S(=O)(=O)c2ccc3ccccc3c2)n1
 : -10	-14	6	105	-2.0	-21	3	-8	102
O=C(O)CN1C(=O)C(=O)N(Cc2ccc(C(F)(F)F)cc2)C1=O
 : 4	6	5	102	-0.8	20	3	3	104
COc1cc(NC(=O)COc2ccccc2Cl)ccc1NC(=O)C(C)C
 : -10	-3	3	104	0.1	16	-1	2	96
O=C(CN1CCN(c2ccccn2)CC1)Nc1cccc(S(=O)(=O)N2CCOCC2)c1
 : -19	-14	2	97	-0.1	42	-6	3	96
CC(=O)Nc1ccc(S(=O)(=O)Nc2ccccc2C(=O)N2CCCCCC2)cc1
 : -18	-7	15	103	-0.6	40	11	0	104
Cc1c(NC(=O)C(C)N(c2ccccc2)S(C)(=O)=O)c(=O)n(-c2ccccc2)n1C (stereo unspecified)
 : -6	-11	-15	78	-0.7	50	-18	-3	84
O=[N+]([O-])c1ccc(Cl)c(/C=N/N2CCN(Cc3ccc(Cl)cc3)CC2)c1
 : 6	-8	-4	97	0.2	4	-2	3	106
